Screens: PubChem BioAssay, Fisher Drug Discovery Resource Center
mcGAS lum = inhibitors of mouse cGAS; 160,000 tested, 0.15% active; AID 1259399; inhibition, % at 12.5 µM; recombinant cGAS, Kinase-Glo ATP depletion luminescence;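 note: 0% = negative control wells and 100% = reference inhibitor with no enzyme activity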
NPYLR7 agonist = mosquito NPYLR7 agonism | HEK293T NPYLR7/Galpha15, GCaMP6s calcium fluorescence | activation, % at 10 µM | 270,000 tested, 0.15% active; in the data active = activation above about 40%;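 note: 0% = vehicle and 100% = reference agonist at the receptor; some compounds past the cut are filed as inactive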
hcGAS inh = human cGAS inhibition. Q8N884. 290,000 tested, 0.081% active. AID 1259398. recombinant h-cGAS, ATP depletion, Kinase-Glo luminescence. inhibition, % at 12.5 µM;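 note: 0% = vehicle reaction and 100% = reaction without DNA for no activity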
Target sequence (Q8N884 whole entry, looked up): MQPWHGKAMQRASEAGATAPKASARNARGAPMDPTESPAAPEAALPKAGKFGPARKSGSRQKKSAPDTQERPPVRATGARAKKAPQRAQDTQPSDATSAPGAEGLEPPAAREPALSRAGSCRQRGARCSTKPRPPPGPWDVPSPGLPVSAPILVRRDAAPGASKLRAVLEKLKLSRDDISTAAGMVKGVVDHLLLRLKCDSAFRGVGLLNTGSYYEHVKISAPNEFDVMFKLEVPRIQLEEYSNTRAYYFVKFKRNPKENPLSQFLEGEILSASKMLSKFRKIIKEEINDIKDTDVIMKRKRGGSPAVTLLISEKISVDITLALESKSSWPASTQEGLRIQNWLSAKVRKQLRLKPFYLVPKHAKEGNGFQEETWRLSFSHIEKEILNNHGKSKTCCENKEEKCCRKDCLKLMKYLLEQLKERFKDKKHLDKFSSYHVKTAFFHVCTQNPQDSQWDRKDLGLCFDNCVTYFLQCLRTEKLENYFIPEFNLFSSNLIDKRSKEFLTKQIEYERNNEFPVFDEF
* hit, by the source's call; · = no result given; & = joins results of further samples. Cut-off read from the data, not from the text of the source, unless noted: active = inhibition above about 40%; inactive = the rest.

SMILES	mcGAS lum	NPYLR7 agonist	hcGAS inh
CCN(CC)C(=O)Oc1ccc2c(ccn2Cc2ccccc2-c2ccccc2)c1-c1ccc(F)c(F)c1	-8	13	-11
CC(c1ccc(-c2ccc(Cl)c(C(=O)O)c2)cc1)N1CCOCC1 (stereo unspecified)	·	8	-8
CCOC(=O)Cn1cc2c(c1-c1ccc(Cl)cc1)c(=O)n(C)c(=O)n2C	·	-8	-2
O=C(NNC(=O)c1ccccc1Cl)c1csc(N2CCOCC2)n1	-8	1	-9
C=CCn1c(COc2cccc3ccccc23)nc2ccccc21	·	20	-10
COCCNC(=O)Cn1nc2c(c1NC(=O)CSc1ccncc1)CSC2	-5	-2	-1
O=C(O)C1CN(c2ncc(Cl)cc2F)CCN1 (stereo unspecified)	·	-4	0
Cc1c(Br)c(C(F)(F)F)nn1CC(=O)Nc1c(F)cc(F)cc1Br	·	1	-6
CCC(C(=O)NC1CCN(c2ccccc2C(=O)N2CCOCC2)CC1)c1ccccc1 (stereo unspecified)	1	0	4
CCc1ccc(CNC(=O)c2cccc(N(C)C)c2)s1	·	9	-12
CCC1(c2ccccc2)NC(=O)N(CN2CCN(Cc3c(F)cccc3Cl)CC2)C1=O (stereo unspecified)	-5	5	-3
COc1ccc(OC)c(N2CCN(C(=O)COc3ccc(Cl)cc3)C(C)C2=O)c1 (stereo unspecified)	·	2	-9
CC(C)CCNC(=O)c1csc(-c2ccccc2)n1	-4	3	-12
O=C(C1CC1)N1CCN(Cc2nc3cc(-c4ccc(Cl)cc4)sc3c(=O)[nH]2)CC1	-11	-2	-2
O=C1c2cccc3c([N+](=O)[O-])ccc(c23)C(=O)N1c1cccc(O)c1	·	5	-2
Cc1cc(Oc2ncccc2C#N)ccc1NC(=O)C1CC2CCC1C2 (stereo unspecified)	·	2	-13
COCCn1c(C)cc(C(=O)CSc2cc(C)c3ccccc3n2)c1C	-7	-3	-6
CC(c1ccc(F)c(Cl)c1)N1CCC(C(=O)Nc2cnccn2)CC1 (stereo unspecified)	·	3&0	-10&-8
CC1(C)CC2=NN(c3ccccc3)P(=O)(Nc3ccccc3)C2=C(N2CCCCC2)C1 (stereo unspecified)	·	-1	-5
O=C1CCSc2ccc(F)cc21	-8	4	-7
O=C(CCCN1C(=O)C(=Cc2cccs2)SC1=S)NN1CCOCC1	·	5	0
Cc1cc(C)c(S(=O)(=O)N2CCN(c3nccc(-c4ccc(N5CCOCC5)cc4)n3)CC2)c(C)c1	-10	2	-10
COc1cccc(OCc2ccccc2)c1C(=O)NCCc1ccc(O)cc1	·	-13	-5
C=CCOCC(O)CN(Cc1c(CC)nn(-c2ccccc2)c1Oc1ccc(F)cc1)CC1CCCO1 (stereo unspecified)	·	-4	2
CC(NC(=O)C1CCN(S(N)(=O)=O)CC1)c1cccc(OC(F)F)c1 (stereo unspecified)	·	1	3
CCSc1nnc(NC(=O)CCc2cc(OC)cc(OC)c2)s1	-8	6	-1
COc1cc(C(=O)N2CCN(c3ncccc3C(=O)NCc3cccs3)CC2)cc(Cl)n1	-4	-7	-1
O=C(c1ccco1)N1CCN(c2ncnc3sc4c(c23)CCCCC4)CC1	·	6	-4
Cc1cc(C)n(-c2c3c(nc4c(-c5ccccc5)c(C)nn24)CCC3)n1	-1	2	3
O=C(CCc1ccc2c(c1)OCO2)NC1CC(=O)N(CC2CCCCC2)C1 (stereo unspecified)	·	0	-2
Cc1cc(NC(C)C(=O)N(C)Cc2ccccc2)ccc1Br (stereo unspecified)	·	3	-7
O=C(CCc1cnccn1)NC1CC(=O)N(Cc2cccc3ccccc23)C1 (stereo unspecified)	-13	21	-7
O=C(Nc1cccc(C(=O)N2CCN(c3ncccn3)CC2)c1)C1CCCC1	·	7	-4
O=C(NCc1cccc(C(F)(F)F)c1)c1ccc(CSc2nnc(-c3ccncc3)n2-c2ccccc2F)cc1	-9	26	-3
CSc1ccccc1C(=O)NCc1c(C)ncc2c1CCN(C(=O)C1CCCO1)C2 (stereo unspecified)	·	19	-11
CCc1ccc(CN(C)C(=O)C2CC(=O)N(c3cccc(O)c3)C2)nc1 (stereo unspecified)	·	10	-1
Cc1nc2c(C#N)c[nH]n2c(=O)c1CC(=O)N1CC(C)CC(C)C1 (stereo unspecified)	-7	-2	-4
Fc1ccc(-c2nnc(-c3ccco3)o2)cc1	-5	5	-3
CC(C)CN1CCCCc2cc(C(=O)NC3CCS(=O)(=O)C3)sc21 (stereo unspecified)	-5	·	-12
Cc1c(CCO)c(=O)oc2n[nH]c(-c3ccccc3)c12	-8	-10	-5

One compound at a time (already shown). Values in the order: mcGAS lum, NPYLR7 agonist, hcGAS inh
Shown for Fc1ccc(-c2nnc(-c3ccco3)o2)cc1 = -5, 5, -3
Shown for CCc1ccc(CNC(=O)c2cccc(N(C)C)c2)s1 = ·, 9, -12
Shown for COCCNC(=O)Cn1nc2c(c1NC(=O)CSc1ccncc1)CSC2 = -5, -2, -1
Shown for O=C(CCc1ccc2c(c1)OCO2)NC1CC(=O)N(CC2CCCCC2)C1 (stereo unspecified) = ·, 0, -2
Shown for O=C(CCCN1C(=O)C(=Cc2cccs2)SC1=S)NN1CCOCC1 = ·, 5, 0

(further entries)
SMILES	mcGAS lum	NPYLR7 agonist	hcGAS inh
COCCOc1nc(-c2ccco2)n(-c2ccc(NC(=O)c3cccc(OC)c3)cc2)n1	-2	0	0
Cc1ccc2nc(C)c(NC(=O)c3ccc(Cl)nc3)c(=O)n2c1	·	3	-14
COc1cn(CC(=O)Nc2cccc(C)c2)c(CSc2ccc(C)cc2)cc1=O	-8	-4	-5
Cc1ccc(NC(=O)Cn2nc3ccc(SC4CCCCC4)nn3c2=O)cc1	-6	0	-6
NCc1ccc(F)c(-c2cccc3cnccc23)c1	·	7	-5
CN(C)c1cc(N2CC[C@@](C)(O)[C@@H](Cc3ccccc3)C2)ncn1	·	-5	4
CNS(=O)(=O)c1cccc(CNS(=O)(=O)N(C)C2CCCCC2)c1	·	10	-4
CN(C)c1ccc(C(=O)N2CCN(c3ccc([N+](=O)[O-])cc3)CC2)cc1	·	0	-6
CCCN(CC(=O)NC(=O)NCC)CC1CCCCO1 (stereo unspecified)	·	4	-7
CCC(C)NC(=O)c1cccc(CNC(=O)Cn2c(=O)oc3ccccc32)c1 (stereo unspecified)	·	0	-5
CC(CNc1ncnc2ccsc12)CN1CCCCC1 (stereo unspecified)	·	1	-6
CC(=O)Oc1cccc(C(=O)O)c1OC(C)=O	·	-5	1
Cc1ccc(-n2nc(C(=O)NCc3ccccc3)c(=O)n(Cc3ccccc3C)c2=O)cc1Cl	-1	-2	2
Cc1ccc(-n2ncc3c(=O)n(NC(=O)/C=C/c4ccc([N+](=O)[O-])cc4)cnc32)cc1C	·	3	-10
COc1cc(OC)cc(C(=O)N2CCCC(OCc3ccc(F)cc3F)C2)c1 (stereo unspecified)	·	0	-3
O=C(c1ccco1)N1CCC(CCc2ccc3c(c2)OCO3)CC1	0	-12	5
C=CCNS(=O)(=O)c1ccccc1	-7	4	-4
COc1ccc(-c2cc(C3(CNCc4ccc(F)c(Cl)c4)CC3)ccn2)cn1	-6	7	-7
Cc1cc(C)cc(CCC(=O)N2C[C@H]3CC=CC[C@H]3C2)c1	·	5	-8
Cn1ccc(C(=O)Nc2nc(Sc3ccccc3)ns2)cc1=O	·	0	2
O=C(CSc1nncs1)N1CCCc2c(F)ccc(F)c21	-17	1	-17
Cc1ccc(F)cc1NC(=O)c1cccc(CN(C)C(C)c2ccccn2)c1 (stereo unspecified)	·	-6	-8
Oc1cccc(-c2nc(=S)c3c([nH]2)Oc2ccccc2C3)c1	-2	5	-1
Cc1cccc(Nc2ccc(N3CCN(C(=O)/C=C/c4ccccc4)CC3)nn2)n1	·	8	0
COCc1cc(N2CCN(c3ccc(OC)cc3)CC2)nc(SCc2ccc(C(=O)NCc3ccco3)o2)n1	-3	1	-2
CCc1cc2c(CN(C)CCOc3ccc(C)cc3)cc(=O)oc2cc1O	-8	-3	-4
Cc1ccc(C)c(S(=O)(=O)Nc2cccc(C(=O)OC(C)C#N)c2)c1 (stereo unspecified)	-15	7	-9
O=C(c1cn(Cc2cccc(Cl)c2)nn1)N1CCCC1c1ccccn1 (stereo unspecified)	-1	·	2
COc1ccc(CN(C)C(=O)CN2Cc3cc(Cl)ccc3OC(C)C2)c2cccnc12 (stereo unspecified)	-12	3	-5
Oc1cccc(-c2nccn2CCc2cccs2)c1	-17	·	-4
CC1Cc2ccccc2N1C(=O)c1ccc(=O)n(Cc2ccc(F)cc2)n1 (stereo unspecified)	·	3	0
Cc1n[nH]c(C)c1C(NC(=O)c1cc2c(s1)CCCCC2)C(=O)O (stereo unspecified)	·	-2	-3
CCn1ncc(CN2CCN(C(c3ccccc3)c3ccccc3)CC2)c1C	-14	20	-3
CC1Oc2ccccc2OC1C(=O)Nc1cc(F)cc(N2CCCC2)c1 (stereo unspecified)	·	4	-6
CCOC(=O)c1cc(CC)sc1NC(=O)c1ccccc1F	-2	-3	-4
Cc1cc(C)c(CN2CCC(CO)(CCOc3ccccc3)CC2)cc1C	-2	-3	-1
CN(Cc1ccccc1)c1cc(C(C)(C)C)nc(SCc2cccc(C(=O)O)c2)n1	-5	13	-3
Cc1cc2cc(C(=O)N(C)CC3CCCN(CCc4ccc(F)cc4)C3)ccc2o1 (stereo unspecified)	-8	6	-2
Oc1[nH]c2ccccc2c1N=Nc1nc(N2CCCCC2)nc(N2CCCCC2)n1	-6	-4	-6
Cc1occc1C(=O)N(C)C(Cc1ccccc1F)C1CCN(C(=O)[C@H]2C[C@@H]3C=C[C@H]2C3)CC1 (stereo partly specified)	-12	16	-9

Seven compounds from above, showing only hcGAS inh:
smiles | hcGAS inh
Cc1n[nH]c(C)c1C(NC(=O)c1cc2c(s1)CCCCC2)C(=O)O (stereo unspecified) | -3
CCn1ncc(CN2CCN(C(c3ccccc3)c3ccccc3)CC2)c1C | -3
CC1Oc2ccccc2OC1C(=O)Nc1cc(F)cc(N2CCCC2)c1 (stereo unspecified) | -6
CCOC(=O)c1cc(CC)sc1NC(=O)c1ccccc1F | -4
Cc1cc(C)c(CN2CCC(CO)(CCOc3ccccc3)CC2)cc1C | -1
CN(Cc1ccccc1)c1cc(C(C)(C)C)nc(SCc2cccc(C(=O)O)c2)n1 | -3
Cc1cc2cc(C(=O)N(C)CC3CCCN(CCc4ccc(F)cc4)C3)ccc2o1 (stereo unspecified) | -2

Later entries.
SMILES	mcGAS lum	NPYLR7 agonist	hcGAS inh
COc1cccc(-c2cn[nH]c2C2CCN(C(=O)C3CC3(F)F)CC2)c1 (stereo unspecified)	·	-3	-5
O=C1CNC(=O)CN1	-4	-4	-4
COc1ccc(Cl)cc1NC(=O)/C(C)=C/C(=O)O	·	2	-11
CCOC(=O)C1CCCN(C(=O)c2c(C)nn(-c3cccc(C)c3)c2C)C1 (stereo unspecified)	-6	27	-7
CCc1ccc(C(=O)N2CCN(C(C(=O)NCC3CCCO3)C3CCCC3)CC2)cc1 (stereo unspecified)	1	-25	-1
CN(C/C=C/c1ccccc1)CCC(O)c1ccccc1 (stereo unspecified)	-4	-1	1
O=C1CC2(CCN(S(=O)(=O)c3ccc(OC(F)F)cc3)CC2)CN1	·	19	-3
C=CCSc1nc(OCC)c2c(n1)OC(=N)C(C(=O)OCC)C2c1ccccc1 (stereo unspecified)	·	-5	1
O=C(NC1CCN(Cc2ccccc2F)CC1)c1ccc(OCC(F)(F)F)cc1	·	-8	-6
CC(NC(=O)c1ccc2c(c1)CC(C)N2S(C)(=O)=O)c1ccccc1Br (stereo unspecified)	·	-3	-5
CCOC(=O)C1CCCN(C(=O)c2ccc(CSc3nc(COC)cc(N4CCCC4)n3)cc2)C1 (stereo unspecified)	-4	4	-12
COc1cc(OC)cc(-c2nc3n(n2)C(c2ccccc2F)C(C(=O)Nc2cccnc2)=C(C)N3)c1 (stereo unspecified)	·	2	-5
Cc1cc(N2CCOCC2)ccc1Nc1nc(NC2CCCCC2)c2[nH]cnc2n1	-11	6	-7
Cc1cc(N)n(CC(=O)NC(c2ccncc2)c2ccc(Cl)cc2)n1 (stereo unspecified)	·	12	-2
O=C(O)CCc1ccc(S(=O)(=O)N2CCc3ccc(F)cc32)cc1	-17	12	-7
Cc1nc2ncnn2c(NCCCOC(C)C)c1Cc1ccccc1	-6	·	-5
O=C(c1ccc(F)cc1)c1c[nH]c2c(F)cc(F)cc2c1=O	·	-1	-1
Cc1ccc(CN2CCC2(C)C(=O)Nc2cccc(Br)c2C)cc1 (stereo unspecified)	·	0	-11
CCOC(=O)C1CCCN(C(=O)c2c(C)c(C)c(C)n2Cc2cccc(C)c2)C1 (stereo unspecified)	-8	15	-6
COC(=O)c1cc(C(C)(C)C)sc1NC(=O)N1CCOCC1	·	3	-8
COCCCn1c(=N)c(C#N)cc2c(=O)n3ccccc3nc21	-2	1	0
CC1Cc2cc(S(N)(=O)=O)ccc2N1Cc1cc(Cl)cc2c1OCOC2 (stereo unspecified)	·	2	-4
OC(c1cc(F)cc(Cl)c1)c1ncc(-c2ccc3ccccc3c2)[nH]1 (stereo unspecified)	·	0	-6
O=C(NCCc1cccc(Cl)c1)c1ccc(-c2cc(-c3cccc(C(F)(F)F)c3)n[nH]2)cc1	-8	-1	-13
NS(=O)(=O)c1ccc(NCc2nnc3ccccn23)nc1	·	18	-2
O=S(=O)(c1ccc(F)c(Cl)c1)N1CCNCC1	·	3	-3
CCc1nc2ccc(C(=O)N(CC)CCN(C)C)cn2c1N(CC)C(=O)NCCc1ccccc1	0	-4	3
CCn1nnc2cc(C(=O)N3CC(C(N)=O)Oc4ccccc43)ccc21 (stereo unspecified)	·	-4	-3
Cc1ccc2[nH]cc(C3CCN(C(=O)c4cc(C(C)(C)C)nn4C)CC3)c2c1	-5	14	-6

Pulled one by one from the list above:
SMILES	mcGAS lum	NPYLR7 agonist	hcGAS inh
O=C(NCc1cccc(C(F)(F)F)c1)c1ccc(CSc2nnc(-c3ccncc3)n2-c2ccccc2F)cc1	-9	26	-3
Cc1ccc(CN2CCC2(C)C(=O)Nc2cccc(Br)c2C)cc1 (stereo unspecified)	·	0	-11

Rows are unselected (roughly 0.29% active in at least one column).
